PRC2 inh: blocks human EZH2/PRC2 H3K27 methylation; Q15910; 0.35% of 57,000 active; inhibition, % at 12.5 µM; DELFIA TRF, 1 h;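 active = mean inhibition of replicates at least 50% and every single replicate also reaching 50%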;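 note: dimethyl H3K27 on biotinylated H3 21-44 peptide detected by antibody; plate controls were median neutral control wells for no effect and median positive control wells for full effect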
IDH1 R132H inh: IDH1 R132H (human) inhibition; O75874; inhibition, % at 10 µM; 0.18% of 70,000 active; IDH1 R132H reductase, diaphorase/resazurin fluorescence, 60 min; in the data active = inhibition above about 34%;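 note: 0% = DMSO and 100% = no enzyme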
Target sequence (O75874 whole entry R132H): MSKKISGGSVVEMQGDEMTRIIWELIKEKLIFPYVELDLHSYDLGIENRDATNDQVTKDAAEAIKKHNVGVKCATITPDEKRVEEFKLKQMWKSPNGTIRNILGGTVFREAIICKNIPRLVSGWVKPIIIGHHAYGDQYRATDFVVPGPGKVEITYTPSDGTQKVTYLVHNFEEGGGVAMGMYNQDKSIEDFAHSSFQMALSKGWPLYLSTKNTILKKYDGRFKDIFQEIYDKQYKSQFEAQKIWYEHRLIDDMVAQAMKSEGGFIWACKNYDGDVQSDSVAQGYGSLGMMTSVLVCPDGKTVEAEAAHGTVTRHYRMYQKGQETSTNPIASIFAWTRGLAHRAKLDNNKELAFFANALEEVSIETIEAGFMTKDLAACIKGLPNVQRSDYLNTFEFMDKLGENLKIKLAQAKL
* marks the source's active call; other numbers are inactive results; · = not tested or not shown. This is a subset (hit frequency here may not be typical).

compound,IDH1 R132H inh,PRC2 inh
CC1CC(=O)C2=C(CCC34OC23C(=O)c2cccc(O)c2C4O)C1 (centres undefined),0.9,-2.8
Cc1ccc(N(C(C)C(=O)Nc2ccc(I)cc2)S(C)(=O)=O)cc1C (centres undefined),0.0,21.8
C[C@@H]1CN([C@@H](C)CO)C(=O)c2cc(-c3cncnc3)cnc2O[C@H]1CN(C)C(=O)Nc1ccc2c(c1)OCO2,3.3,·
CS(=O)(=O)N(CC(=O)Nc1cccc([N+](=O)[O-])c1)c1ccc(F)c(Cl)c1,-0.2,-19.4
COCC(=O)N(C)C[C@H]1Oc2ncc(C#Cc3cccnc3)cc2C(=O)N([C@@H](C)CO)C[C@H]1C,3.1,-19.2
CSc1ccccc1-n1nnnc1SCC(=O)Nc1cc(C)ccc1C,-0.5,7.3
C[C@H]1CN([C@@H](C)CO)C(=O)c2cc(-c3ccccc3)cnc2O[C@H]1CN(C)C(=O)c1ccccc1F,0.1,-0.4
Cc1cc(C(=O)Nc2cccc3c2O[C@H](CN(C)CC2CC2)[C@@H](C)CN([C@@H](C)CO)C3=O)n(C)n1,1.3,·
C[C@@H]1CN([C@@H](C)CO)C(=O)Cc2cc(NC(=O)Nc3ccccc3)ccc2O[C@@H]1CN(C)Cc1ccc2c(c1)OCO2,0.3,-12.8
O=C(C[C@@H]1C[C@H]2c3cc(NC(=O)C4CCC4)ccc3O[C@H]2[C@H](CO)O1)NCC1CC1,8.8,-2.5
Cc1ccc(-n2nnnc2SCC(=O)Nc2ccc3c(c2)COC3=O)cc1C,0.6,-16.0
C[C@@H](NC(=O)C[C@@H]1C[C@@H]2c3cc(NC(=O)C4CCC4)ccc3O[C@@H]2[C@@H](CO)O1)c1ccccc1,0.2,-1.7
O=C(C[C@@H]1C[C@@H]2c3cc(NC(=O)c4cccnc4)ccc3O[C@@H]2[C@H](CO)O1)NCc1ccccc1,0.5,-9.4
Cc1noc(C)c1NC(=O)NCC[C@H]1CC[C@@H](NC(=O)Nc2cccc(Cl)c2)[C@@H](CO)O1,0.1,7.1
Cc1noc(C)c1NC(=O)Nc1ccc2c(c1)C(=O)N([C@@H](C)CO)C[C@@H](C)[C@H](CN(C)Cc1ccc3c(c1)OCO3)O2,·,14.7
O=C(CSc1ncnc2sc3c(c12)CCC3)NCC1CCCO1 (centres undefined),-0.1,-10.6
CCOC(=O)c1sc(NC(=O)CSc2ccccn2)c(C#N)c1C,2.5,·
CC(=O)OCC1=CCCC2[C@@]1(C)CC[C@@H](C)[C@]2(C)CCC(C)CC(=O)O (some centres undefined),-0.4,-0.7
Cc1noc(C)c1NC(=O)Nc1ccc2c(c1)C(=O)N([C@@H](C)CO)C[C@@H](C)[C@H](CN(C)S(C)(=O)=O)O2,1.2,·
O=C(C[C@@H]1C[C@H]2c3cc(NC(=O)Nc4ccccc4F)ccc3O[C@H]2[C@H](CO)O1)NCC1CC1,0.1,-11.6
COc1ccc(NC(=O)CCC(=O)c2ccc(-c3ccccc3)cc2)cc1,0.1,-5.8
CCOC(=O)c1cc(-c2ccccc2)n(CCNC(=O)OC(C)(C)C)c1C,-1.1,15.2
Cc1ccc([N+](=O)[O-])cc1NC(=O)CSc1nnc(-c2ccncc2)n1C,-0.5,-5.9
Cc1ccc(S(=O)(=O)N(C)C[C@@H]2Oc3ccc(NC(=O)Nc4ccc5c(c4)OCO5)cc3C(=O)N([C@@H](C)CO)C[C@H]2C)cc1,0.2,·
CO[C@@H]1CN(C)C(=O)c2ccc(NS(=O)(=O)c3cn(C)cn3)cc2OC[C@H](C)N(CC2CC2)C[C@H]1C,0.1,-1.3
C[C@@H]1CN([C@@H](C)CO)C(=O)c2cc(NC(=O)C3CC3)ccc2O[C@H]1CN(C)Cc1ccncc1,0.8,-5.8
C[C@@H]1CN([C@H](C)CO)C(=O)c2cc(NC(=O)CCC(F)(F)F)ccc2O[C@H]1CN(C)C(=O)NC1CCCCC1,0.7,4.7
C[C@@H]1CN([C@@H](C)CO)C(=O)c2cc(C#CC3CC3)cnc2O[C@@H]1CN(C)S(=O)(=O)c1cccc(F)c1,·,6.3
COCCOC(=O)N1C(=O)[C@@]2(c3cc(C#Cc4ccc(OC)cc4)ccc31)[C@H](C(=O)N1CCc3cc(OC)c(OC)cc3C1)[C@H]1C(=O)O[C@H](c3ccccc3)[C@H](c3ccccc3)N1[C@@H]2c1ccccc1OCCO,0.1,-11.4
C[C@@H]1CN([C@@H](C)CO)C(=O)c2cc(-c3ccccc3)cnc2O[C@H]1CN(C)C(=O)Nc1ccccc1F,·,1.6
O=C(NCC[C@@H]1CC[C@@H](NC(=O)C2CCCCC2)[C@@H](CO)O1)c1cnccn1,-0.3,-0.8
C[C@@H]1CN([C@H](C)CO)C(=O)Cc2cc(NS(=O)(=O)c3ccc(Cl)cc3)ccc2O[C@@H]1CN(C)C(=O)Nc1cccc2ccccc12,-1.1,·
COc1ccc(CN(C)C[C@H]2Oc3ccc(NS(=O)(=O)c4ccc(OC)cc4)cc3C(=O)N([C@H](C)CO)C[C@@H]2C)cc1,-0.1,·
CC1(C)C=Cc2c(c(CCO)c3occ(-c4ccc(O)c(O)c4)c(=O)c3c2O)O1,-0.1,24.7
Cc1ccccc1NC(=O)CCCC(=O)O,0.2,3.2
CCCC(O)C#Cc1cnc2c(c1)C(=O)N([C@H](C)CO)C[C@H](C)[C@H](CN(C)S(=O)(=O)c1cccc(F)c1)O2 (some centres undefined),1.2,-3.4
C[C@H](CO)N1C[C@H](C)[C@H](CN(C)C(=O)NC2CCCCC2)OCCCC[C@H](C)Oc2ccc(NC(=O)Nc3ccc4c(c3)OCO4)cc2C1=O,-1.3,·
CCOC(=O)NC1c2ccccc2Sc2ccc(Cl)cc21 (centres undefined),-0.7,19.7
C[C@@H]1CCCCO[C@H](CN(C)C(=O)Nc2ccc3c(c2)OCO3)[C@H](C)CN([C@H](C)CO)C(=O)c2cc(NS(=O)(=O)c3ccc(F)cc3)ccc2O1,-0.4,·
Cc1noc(C)c1NC(=O)N(C)C[C@@H]1Oc2ccc(NC(=O)C3CCCCC3)cc2CC(=O)N([C@H](C)CO)C[C@H]1C,-0.2,6.5

Sorted by number of heavy atoms (ascending): part of the list above.
compound,IDH1 R132H inh,PRC2 inh
CCOC(=O)c1cc(-c2ccccc2)n(CCNC(=O)OC(C)(C)C)c1C,-1.1,15.2
O=C(NCC[C@@H]1CC[C@@H](NC(=O)C2CCCCC2)[C@@H](CO)O1)c1cnccn1,-0.3,-0.8
C[C@@H]1CN([C@H](C)CO)C(=O)c2cc(NC(=O)CCC(F)(F)F)ccc2O[C@H]1CN(C)C(=O)NC1CCCCC1,0.7,4.7

Later entries.
compound,IDH1 R132H inh,PRC2 inh
COCCCNC(=O)c1cc(-c2ccccn2)nc2ccc(Br)cc12,0.2,·
O=C(CCn1nc(-c2ccc(Cl)cc2)c2ccccc2c1=O)Nc1ccc(Br)cc1,-0.2,17.6
CC(C)C#Cc1ccc2c(c1)O[C@H](CN(C)C(=O)CC1CC1)[C@@H](C)CN([C@H](C)CO)S2(=O)=O,-3.5,-5.6
C[C@@H]1CN([C@H](C)CO)C(=O)c2cc(NC(=O)C3CCCCC3)ccc2O[C@@H](C)CCCCO[C@H]1CN(C)S(=O)(=O)c1cccs1,0.5,·
COc1ccc(S(=O)(=O)N(C)C[C@H]2Oc3c(NC(=O)c4nc5ccccc5s4)cccc3C(=O)N([C@H](C)CO)C[C@H]2C)cc1,1.8,·
COc1ccc(NC(=O)N(C)C[C@H]2Oc3c(NC(=O)c4cc(C)nn4C)cccc3C(=O)N([C@@H](C)CO)C[C@@H]2C)cc1,·,-11.5
C[C@@H]1CN([C@H](C)CO)C(=O)c2cc(NC(=O)C3CCCCC3)ccc2O[C@@H]1CN(C)S(C)(=O)=O,0.2,4.8
COc1cccc(NC(=O)N(C)C[C@@H]2Oc3cc(C#CC4(O)CCCC4)ccc3S(=O)(=O)N([C@@H](C)CO)C[C@H]2C)c1,·,-7.0
C[C@H]1CN([C@@H](C)CO)C(=O)c2cc(C#CCC3CCCC3)cnc2O[C@@H]1CN(C)Cc1ccccn1,0.0,-23.7
O=C(CN1C(=O)c2cccc3cccc1c23)Nc1ccc(S(=O)(=O)N2CCCCCC2)cc1,0.3,5.2
Cc1noc(C)c1NC(=O)N(C)C[C@H]1Oc2ccc(NC(=O)CCCCCC(=O)Nc3ccccc3N)cc2C(=O)N([C@@H](C)CO)C[C@H]1C,·,2.1
C[C@@H]1CCCCO[C@@H](CN(C)Cc2ccncc2)[C@H](C)CN([C@H](C)CO)C(=O)c2cc(NC(=O)Nc3cccc4ccccc34)ccc2O1,-2.5,·
C[C@H]1CN([C@@H](C)CO)C(=O)c2cc(Br)cnc2O[C@H]1CN(C)Cc1ccc2c(c1)OCO2,3.9,19.3
CO[C@H]1CN(C)C(=O)c2ccc(NS(C)(=O)=O)cc2OC[C@H](C)N(Cc2cncnc2)C[C@H]1C,-0.2,-0.5
Cc1ccccc1OCC(=O)Nc1cccc(-c2nc3ncccc3o2)c1,0.6,-0.6
C[C@H](CO)N1C[C@H](C)[C@H](CN(C)C(=O)C2CC2)Oc2cc(-c3ccncc3)ccc2S1(=O)=O,6.6,-10.3
O=C(COc1ccccc1Cl)Nc1ccc(C(=O)Nc2ccccc2C(=O)O)cc1,0.0,42.6
Cc1noc(C)c1S(=O)(=O)Nc1ccc2c(c1)CC(=O)N([C@H](C)CO)C[C@@H](C)[C@H](CN(C)C(=O)Nc1ccc3c(c1)OCO3)O2,-0.5,·
O=C(C[C@@H]1C[C@H]2c3cc(NC(=O)Nc4ccc(C(F)(F)F)cc4)ccc3O[C@H]2[C@@H](CO)O1)NC1CCCCC1,0.3,-15.4
O=C(CSc1ncnc2sc3c(c12)CCC3)Nc1cccc(-c2nc3ccccc3s2)c1,-0.5,-14.2
CC1CCc2c(sc3nnn(CC(=O)Nc4cc(Cl)ccc4Cl)c(=O)c23)C1 (centres undefined),0.6,-5.9
CN1CCC(OC(=O)COc2ccc(F)cc2)CC1,0.2,8.8
C[C@@H]1CN([C@H](C)CO)C(=O)c2cc(C3=CCCCC3)cnc2O[C@H]1CN(C)Cc1cccc(F)c1,-2.4,14.6
COc1cc(OC)c2c(=O)c(OC)c(-c3ccccc3)oc2c1,-0.3,·
O=C(CSc1nc2ccccc2s1)Nc1ccc(I)cc1,1.0,22.1
C[C@@H]1CN([C@H](C)CO)C(=O)c2cc(C#C[C@@H](C)O)cnc2O[C@H]1CN(C)C(=O)c1ccncc1,·,-6.0
Cc1cc(C)c(NC(=O)CN(C)S(=O)(=O)c2ccc3ccccc3c2)c(C)c1,0.0,-1.2
Cc1ccc(S(=O)(=O)NCC[C@H]2CC[C@@H](NS(=O)(=O)c3ccccc3Cl)[C@H](CO)O2)cc1,0.3,0.0
Cc1ccc(C)c(C(Nc2ccccn2)c2ccc3ccc(C)nc3c2O)c1 (centres undefined),0.1,-14.8
C[C@@H]1CN([C@@H](C)CO)C(=O)c2cc(-c3ccccc3)cnc2O[C@H]1CN(C)C(=O)C1CCOCC1,-0.1,·
CNC(=O)CN(c1ccc(Br)c(C)c1)S(C)(=O)=O,0.3,8.4
O=C(CCCCCCC(=O)Nc1ccccc1O)N/N=C/c1nccs1,-0.9,-8.3
C[C@@H]1CN([C@H](C)CO)C(=O)c2cc(NS(C)(=O)=O)ccc2O[C@@H](C)CCCCO[C@H]1CN(C)Cc1ccc2c(c1)OCO2,1.6,-2.3
CCC(=O)Nc1ccc2c(c1)OC[C@@H](C)N(Cc1ccccc1)C[C@@H](C)[C@@H](OC)CN(C)C2=O,-0.5,-5.1
COC(=O)c1c(NC(=O)CSc2ccccn2)sc2c1CCC2,0.0,37.7
COc1cccc(NC(=O)N[C@H]2CC[C@H](CC(=O)N3CCCCC3)O[C@H]2CO)c1,-0.3,7.3
C[C@H]1CN([C@@H](C)CO)C(=O)c2cccc(NC(=O)NC3CCCCC3)c2O[C@H]1CN(C)S(=O)(=O)c1ccccc1,0.8,13.7
O=C(Cc1ccncc1)NCC[C@H]1CC[C@H](NC(=O)Nc2ccc(F)cc2)[C@@H](CO)O1,-0.3,-9.2
O=C(NCc1nc(-c2ccccc2)no1)c1ccc2ccccc2c1,0.0,24.3
CO[C@@H](CN(C)Cc1ccc(-c2ccccn2)cc1)[C@@H](C)CN(C(=O)Nc1ccc(F)cc1)[C@@H](C)CO,-0.3,3.1
C[C@@H]1CN([C@@H](C)CO)C(=O)c2cccc(NC(=O)C3CCOCC3)c2O[C@H]1CN(C)S(=O)(=O)c1cccs1,-0.7,·
CO[C@H]1CN(C)C(=O)c2cc(NS(C)(=O)=O)ccc2OC[C@@H](C)N(C(=O)NC(C)C)C[C@H]1C,·,5.7
C[C@@H]1CN([C@H](C)CO)C(=O)c2cccc(NC(=O)NC3CCCCC3)c2O[C@H]1CN(C)S(C)(=O)=O,·,-1.2

Compound profiles (already shown). Order of values: IDH1 R132H inh, PRC2 inh
`COc1cccc(NC(=O)N[C@H]2CC[C@H](CC(=O)N3CCCCC3)O[C@H]2CO)c1` in the list: -0.3, 7.3
`CC1CCc2c(sc3nnn(CC(=O)Nc4cc(Cl)ccc4Cl)c(=O)c23)C1` (centres undefined) in the list: 0.6, -5.9
`C[C@@H]1CN([C@H](C)CO)C(=O)c2cc(C3=CCCCC3)cnc2O[C@H]1CN(C)Cc1cccc(F)c1` in the list: -2.4, 14.6
`O=C(Cc1ccncc1)NCC[C@H]1CC[C@H](NC(=O)Nc2ccc(F)cc2)[C@@H](CO)O1` in the list: -0.3, -9.2
